# SSB-PriA inh = blocks PriA binding to SSB C-terminal tail; AlphaScreen SSBct-PriA binding, biotinylated peptide; inhibition, % at 33 µM; 0.6% of 430,000 active; in the data active = inhibition mostly above about 37%, no sharp cut-off; inactive = mostly below about 20%;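 also: plate controls were negative control peptide for no effect and reference peptide for full effect; strong numbers were not always called active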
# TcdB inh = blocks C. difficile toxin B glycohydrolase activity; TcdB glycohydrolase enzymatic assay, plate reader; inhibition, % at 9.99 µM; 0.24% of 350,000 active; AID 652162; in the data active = inhibition above about 10%
# Yp Topo-I inh = inhibitors of Yersinia pestis topoisomerase I; Y. pestis Topo-I cleavage product accumulation, plate reader; 0.064% of 360,000 active; activity, % at 10 µM; AID 504884; in the data active = activity above about 50%, passing the limit was not always enough; inconclusive = no clear call, values can overlap the other calls; also: inactives centre near 2
# BoNT A protease = inhibitors of Botulinum neurotoxin A light chain protease. inhibition, % at 10 µM. AID 588499. multiplex microsphere protease substrate cleavage, flow cytometry. 0.17% of 360,000 active; also: plate controls were buffer without enzyme for full effect and enzyme alone for no effect
# PfHsp40 yeast = rescue of PfHsp40-mediated yeast toxicity. 0.68% of 340,000 active. S. cerevisiae expressing PfHsp40, growth rescue, ATP luminescence. growth rescue, % at 12.5 µM; in the data active = growth rescue above about 28%, passing the limit was not always enough; inconclusive = no clear call, values can overlap the other calls;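 also: yeast W303a lacking pdr1 and pdr3 grown in galactose medium; growth measured after three days at 30 °C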
# SARS 3CLpro inh = SARS-CoV 3CLpro protease inhibition; P0C6X7; recombinant SARS-CoV 3CLpro, quenched FRET peptide cleavage; inhibition, % at 6 µM; 0.14% of 290,000 active; in the data active = inhibition above about 12%
# BH1578 lux ind = quorum light induction in luxS cqsA deficient V. cholerae; V. cholerae BH1578 lux reporter, luminescence, 6 h; activation, % at 18.7 µM; 0.16% of 350,000 active; AID 588436; in the data active = activation mostly above about 9.7%, no sharp cut-off; inconclusive = no clear call, values can overlap the other calls; inactive = mostly below about 3.7%; also: not every result past the cut was called active; inactives centre near 0; reference of the scale not given here
# Anthrax LF prot = anthrax lethal factor protease inhibition; multiplex microsphere protease cleavage assay, LF; inhibition, % at 10 µM; AID 588501; P15917; 0.12% of 360,000 active; also: plate controls were buffer without enzyme for full effect and enzyme alone for no effect
# Target sequence (P15917 whole entry, looked up): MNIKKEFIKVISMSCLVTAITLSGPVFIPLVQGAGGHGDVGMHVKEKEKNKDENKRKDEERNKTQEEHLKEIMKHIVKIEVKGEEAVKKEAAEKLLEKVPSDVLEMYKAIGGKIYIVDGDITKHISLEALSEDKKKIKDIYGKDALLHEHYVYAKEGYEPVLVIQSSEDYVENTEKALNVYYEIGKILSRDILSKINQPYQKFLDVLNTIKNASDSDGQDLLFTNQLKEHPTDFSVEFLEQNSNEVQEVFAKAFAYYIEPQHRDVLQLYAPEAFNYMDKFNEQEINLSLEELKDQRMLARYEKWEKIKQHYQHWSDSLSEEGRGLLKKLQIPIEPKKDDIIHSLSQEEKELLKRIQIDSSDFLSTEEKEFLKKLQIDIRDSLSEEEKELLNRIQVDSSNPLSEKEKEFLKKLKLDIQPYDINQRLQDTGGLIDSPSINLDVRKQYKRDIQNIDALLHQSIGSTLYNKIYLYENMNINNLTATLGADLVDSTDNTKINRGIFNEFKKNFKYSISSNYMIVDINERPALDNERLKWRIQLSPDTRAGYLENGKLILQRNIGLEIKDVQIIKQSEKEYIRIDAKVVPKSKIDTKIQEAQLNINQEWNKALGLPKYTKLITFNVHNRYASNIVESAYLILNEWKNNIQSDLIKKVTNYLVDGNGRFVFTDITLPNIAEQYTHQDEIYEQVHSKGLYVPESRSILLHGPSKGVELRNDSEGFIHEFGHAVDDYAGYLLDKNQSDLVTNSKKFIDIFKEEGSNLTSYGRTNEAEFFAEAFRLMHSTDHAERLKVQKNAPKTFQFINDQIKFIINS
# PrPC TRFRET = reduces human prion protein on the cell surface; P04156; cell surface PrPC, TR-FRET read-out; inhibition, % at 13.8 µM; 0.43% of 370,000 active; AID 720596; in the data active = inhibition above about 24%; also: 0% = median of the test wells and 100% = reference compound wells
# Numbers without * were called inactive; i = inactive; ? = inconclusive; . = no result given; & = joins results of further samples. Rule as the data show it, unless noted: active = inhibition above about 30%; inconclusive = no clear call, values can overlap the other calls; inactive = below that. Only part of the results is shown (hit frequency here may not be typical).
SMILES,SSB-PriA inh,TcdB inh,Yp Topo-I inh,BoNT A protease,PfHsp40 yeast,SARS 3CLpro inh,BH1578 lux ind,Anthrax LF prot,PrPC TRFRET
COCCCn1cnnc1SC(C)C(=O)Nc1ccc(S(=O)(=O)N2CCOCC2)cc1 (stereo not given),0,1.5,-1,-0.3,-1.5,.,-2.8,0,0
O=C(/C(=N\O)n1cncn1)c1ccc(Br)cc1Br,.,3.5,-7,2.1,0.1,2,i,4,-3
CN(C)S(=O)(=O)N(CC(=O)N1CCC(Cc2ccccc2)CC1)c1ccccc1,-7,1.4,7,-2.1,1.6,3,-0.9,-9,4
Cc1ccc(NC(=O)CN(C)C(=O)COC(=O)c2ccc(Cl)cc2O)cc1,7,0.0,-4,-2.3,0.1,.,-2.6,1,4
CCN(CC)C(=O)C1=C(C)N(CCCN2CCCC2=O)C(=O)C(CC(=O)NCC2CCCCC2)C1 (stereo not given),.,1.7,-1,0.1,.,.,-1.1,2,-6
O=C(O)CCn1c(C2CCCCC2)nc2ccccc21,-4,.,-1,-0.3,0.4,1,i,-3,2
CCn1c(CN2C(=O)CSc3ccccc32)n[nH]c1=S,-3,0.5,2,-0.9,0.6,7,-0.3,-1,0
CCOc1cc(C2/C(=C(/O)c3ccc(OC(C)C)cc3)C(=O)C(=O)N2CCCOC)ccc1O (stereo not given),.,.,4,0.1,0.3,-2,-8.3,0,1
CC(=O)O/N=C(/c1nonc1N)N1CCN(c2ccc([N+](=O)[O-])cc2Cl)CC1,.,.,-7,1.7,-1.3,2,-0.3,-2,-6
CCCCOc1ccc(C(=O)NCC(=O)N2CC(C)CC(C)C2)cc1 (stereo not given),-6,1.4,5,0.4,1.8,.,-0.6,-3,-2
O=C(c1ccccc1)N1CCN(C(=O)c2nn3c(C(F)(F)F)cc(-c4ccccc4)nc3c2Br)CC1,-9,1.6,29,4.0,0.3,4,i,-4,-9
CCOc1ccccc1OCC(=O)Nc1cc(S(=O)(=O)N2CCCCC2)ccc1OC,-21,-0.3,18,-2.5,2.3,.,-0.4,-3,2
CCOc1ccc(-n2ccnc(SCC(=O)NC3CCCC3)c2=O)cc1,-24,2.8,3,-0.2,-2.7,.,-5.9,-4,-24
OCCN1CCN(CC(O)COC(c2ccc(F)cc2)c2ccc(F)cc2)CC1 (stereo not given),-6,2.6,-2,-2.6,-0.3,0,-0.5,9,-1
COc1ccc(NC(=O)N(CCO)Cc2cc3c(C)cc(C)cc3[nH]c2=O)cc1,-7,.,21,0.1,-0.3,-3,-0.7,-2,4

# Another view of part of the listing above.
# Sequence of screens – SSB-PriA inh	TcdB inh	Yp Topo-I inh	BoNT A protease	PfHsp40 yeast	SARS 3CLpro inh	BH1578 lux ind	Anthrax LF prot	PrPC TRFRET
> O=C(c1ccccc1)N1CCN(C(=O)c2nn3c(C(F)(F)F)cc(-c4ccccc4)nc3c2Br)CC1
  -9	1.6	29	4.0	0.3	4	i	-4	-9
> CCOc1ccccc1OCC(=O)Nc1cc(S(=O)(=O)N2CCCCC2)ccc1OC
  -21	-0.3	18	-2.5	2.3	.	-0.4	-3	2
> CCOc1ccc(-n2ccnc(SCC(=O)NC3CCCC3)c2=O)cc1
  -24	2.8	3	-0.2	-2.7	.	-5.9	-4	-24
> OCCN1CCN(CC(O)COC(c2ccc(F)cc2)c2ccc(F)cc2)CC1 (stereo not given)
  -6	2.6	-2	-2.6	-0.3	0	-0.5	9	-1
> COc1ccc(NC(=O)N(CCO)Cc2cc3c(C)cc(C)cc3[nH]c2=O)cc1
  -7	.	21	0.1	-0.3	-3	-0.7	-2	4

# Additional records follow:
SMILES,SSB-PriA inh,TcdB inh,Yp Topo-I inh,BoNT A protease,PfHsp40 yeast,SARS 3CLpro inh,BH1578 lux ind,Anthrax LF prot,PrPC TRFRET
CC(C)n1cnc2c(=S)nc[nH]c21,6,0.9,-1,-10,-0.4,2,i,-3,4
O=C1CC(N2CCN(c3ccc(F)cc3)CC2)C(=O)N1Cc1ccccc1 (stereo not given),8,-2.4,-1,-2.2,1.2,-1,-0.7,3,-5
CCc1ccc(S(=O)(=O)c2nnn3c2nc(NCCNC(C)=O)c2ccccc23)cc1,-1,1.3,30,0.3,0.2,0,i,1,1
Cc1cc(NC(=O)CCC(=O)N(c2ccccc2)C(C(=O)NC2CCCC2)c2ccc(F)cc2)no1 (stereo not given),-6,0.9,13,2.3,2.7,0,0.0,-2,5
Cc1ccc2nc3ccc(N4CCCCCCC4)nn3c(=O)c2c1,9,.,0,6.4,-0.3,2,-0.4,12,-15
Cc1cc(=O)[nH]c(N/N=C/c2c[nH]c3ccccc23)n1,.,3.7,4,0.9,-0.3,-4,i,4,1
COc1ccc(-c2csc(-c3cccs3)n2)cc1OC,-16,2.4,23,0.0,-0.5,6,-0.7,0,-5
Cc1ccc(N2CCN(S(=O)(=O)c3c(C)nc4sccn4c3=O)CC2C)cc1 (stereo not given),.,0.4,16,0.1,.,.,-0.2,2,-8
Cc1c(Cl)cccc1-n1c(SCC(=O)NCc2ccccc2Cl)nnc1-c1ccncc1,-5,-2.4,17,-0.9,0.9,1,-4.2,-1,7
Cc1ccccc1NC(=O)c1cc(-c2ccccc2)n(CCCN2CCOCC2)c1C,7,0.1,24,0.7,.,-2,i,13,-5
Cc1cc(S(=O)(=O)Nc2ccc(C(=O)NCC(c3ccco3)N(C)C)cc2)ccc1F (stereo not given),-7,1.6,-16,-2.5,0.3,.,-0.7,-3,6
COc1cc(OC)c(C2C(C#N)=C(N)Oc3cc(C)n(CCCN4CCOCC4)c(=O)c32)cc1OC (stereo not given),-2,.,2,-1.0,0.1,-4,i,-4,-3
CCOc1ccc(NC(=S)N2CCC(N(C)CC3CCCO3)CC2)cc1 (stereo not given),-23,.,7,0.2,-1.0,2,i,0,8
Cc1[nH]nc2c1C(c1ccc(-c3ccc(Cl)cc3)o1)C(C#N)=C(N)O2 (stereo not given),28,.,-5,14,0.6,5,-3.4,6,2
c1ccc(COc2ccc(OCCCN3CCCCC3)cc2)cc1,-8,.,9,-0.3,-0.6,3,i,-1,-10
CCc1cccc(N(C(=O)c2csnn2)C(C(=O)NC(C)(C)CC)c2ccccn2)c1 (stereo not given),-8,-1.3,4,-0.8,-1.3,2,i,0,9
Cc1ccc2cccc(NC(=O)c3ccc(Br)o3)c2n1,-10,.,16,-0.6,-0.8,-2,-2.6,-1,-5
CC(Cc1cccs1)NC(=O)Nc1ccc(Cl)c(Cl)c1 (stereo not given),-24,.,-1,0.2,131*,1,-0.3,-3,13
CCC(=O)N1CCc2cc(S(=O)(=O)NC(C(=O)N3CCN(c4ccc(F)cc4)CC3)C(C)C)ccc21 (stereo not given),-5,-0.1,20,0.0,0.3,2,-0.5,-1,4
CCC(=O)Nc1ccc(NC(=O)c2cc3ccccc3o2)cc1,-11,.,-4,-0.6,1.6,-2,i,-2,12
Cc1occc1-c1nnc(SCC(=O)NCCc2ccccc2)n1Cc1ccccc1,5,.,4,0.6,1.6,-3,-1.4,2,-9
COC(=O)C(C)N(c1ccc(C)cc1)S(=O)(=O)c1c(C)[nH]c(=O)[nH]c1=O (stereo not given),-5,1.5,0,0.1,0.3,4,111*,-1,1
COC(=O)C1CCN(C(=O)c2cc(OC)c(OC)c(OC)c2)CC1,0,1.3,3,-0.2,1.1,4,1.9,-2,2
Cc1cccc(-c2nnc(SCC(=O)C(C)(C)C)n2C)c1,-14,0.2,8,-0.1,-0.1,-1,-2.3,-6,-2
CCc1nc2c(OCCOc3ccccc3)cccn2c1N(C)C(=O)c1cccs1,.,0.6,15,-0.2,.,.,-0.1,-2,11
O=C(Oc1c(Cl)cc(Cl)c2cccnc12)N1CCOCC1,-5&-6,.,8,?,-1.1,-2,-0.3,?,-4
CC1=C(C(=O)OCC(Br)(Br)Br)C(c2cccc([N+](=O)[O-])c2)NC(=O)N1CCCC(=O)O (stereo not given),-17,0.0,15,-0.2,1.1,.,i,-4,-16
CN(C(=O)c1cccc(S(=O)(=O)N2CCCCC2)c1)C1CCS(=O)(=O)C1 (stereo not given),14,-0.5,1,0.3,0.2,.,-0.3,-5,-9
Cc1nn(-c2ccccc2)c(N2CCCC2)c1/C=C1\N=C(c2ccc(OC(C)C)cc2)OC1=O,-13,.,3,9.1,-1.6,-1,-0.3,4,2
O=C(CCN1C(=O)/C(=C/c2ccco2)SC1=S)Nc1ccc(C(=O)O)c(O)c1,6,0.3,-15,-7.2,15,-2,-0.3,-12,-4
CN1CCC(N(C)S(=O)(=O)c2ccc(NC(=O)COc3ccc([N+](=O)[O-])cc3)cc2)CC1,-7,0.6,-19,-2.5,0.3,.,-5.6,-4,-7
Cc1nc(CN(C)Cc2nc(Cc3ccccc3Cl)no2)cs1,-9,0.4,1,1.1,0.8,4,-3.7,-2,6
CN(C)c1ccc(/C=N/NC(=O)c2cccc(N3CCCC3=O)c2)cc1,.,.,-3,0.8,1.7,-1,i,-1,-1
COc1ccc(NC(=O)C(NC(=O)c2ccc(=O)[nH]c2)c2ccc(OC)cc2)cc1 (stereo not given),-13,.,-4,1.1,2.3,1,i,2,0
O=C(O)C1C2C=CC(C2)C1C(=O)Nc1ccc2c(c1)OCCO2 (stereo not given),-8,.,-7,1.4,-0.8,2,i,5,.
CCN(CC)S(=O)(=O)c1ccc(OC)c(NC(=S)Nc2cccc(C)c2C)c1,-2,.,7,-0.9,-2.0,-2,-0.3,0,1
O=C(O)c1c(F)c(F)c(F)c(F)c1-c1ccc(Cl)cc1,-12,0.6,-3,-0.5,-0.4,1,-0.5,1,12
O=C(CNC(=O)c1ccco1)OCC(=O)c1ccc2c(c1)CCCC2,-10,.,21,-2.2,-0.7,-2,2.1,1,4
CC1=C(C(=O)N2CCCCC2)C(c2cccs2)NC(=O)N1 (stereo not given),-5,.,16,-0.6,-0.2,5,-7.7,0,4
O=C(CNC(=O)c1ccccc1Br)NNC(=O)c1cccs1,1,0.7,-2,-1.6,-1.1,.,-1.1,-3,1
Cc1cc(OCC(=O)NCCCn2ccnc2)c2c(C)cc(=O)oc2c1,-2,2.2,-7,1.5,-0.1,-2,-0.3,3,5
CCCCC(=O)Nc1ccc2oc(-c3ccncc3)nc2c1,6,.,-1,-0.9,0.8,-1,-1.4,6,0
Cc1ccc(CCNC(=O)C2CCC(CNc3c(N4CCC(C)CC4)c(=O)c3=O)CC2)cc1 (stereo not given),-1,0.2,22,0.0,-0.5,-1,.,-4,1
Cc1ccc(C(=O)N2CCN3C(=O)c4ccccc4C23c2ccc(Cl)cc2)cc1 (stereo not given),7,.,34,-0.2,2.8,4,i,0,0
CC(=O)C1C(c2ccc(Br)cc2)C2C(C)=NN=C2CC1(C)O (stereo not given),-13,0.9,9,-0.4,-0.2,-1,-5.6,-3,-6
CC(OC(=O)c1ccc(NC(=O)CC#N)cc1)C(=O)Nc1ccc2c(c1)OCCO2 (stereo not given),-5,1.7,-13,.,1.5,.,-0.3,.,7
CCN(CC)C(=S)Oc1c(Cl)cccc1Cl,-34,0.3,-13,-0.3,-0.1,-2,i,-7,6
N#Cc1ccccc1S(=O)(=O)N1CCN(C(=O)c2cc(-c3ccccc3)nn2-c2ccccc2)CC1,2,-2.9,-3,1.1,-0.4,2,i,-2,7
CCOC(=O)C1=C(O)/C(=C/c2ccc(OCC(=O)O)c(OCC)c2)SC1=Nc1ccc(C)cc1,-2,-0.1,-1,0.7,-0.1,2,-0.4,-3,-13
CS(=O)(=O)N1CCN=C1SCc1ccccc1,2,-2.5,2,-2.1,0.9,-6,-0.5,-3,7
O=C(O)c1cccc(Oc2ccccc2[N+](=O)[O-])c1,4,.,-9,0.0,0.0,6,i,-1,2
Cc1ccc(-c2nn(-c3ccccc3)cc2/C=C2\SC(=S)N(CC(=O)O)C2=O)cc1,14,-0.2,8,-1.3,0.7,1,0.4,-4,-8
O=C(NCCCN1CCOCC1)c1ccc2c(=O)n(Cc3ccccc3)c(=S)[nH]c2c1,5,1.6,-4,-1.4,2.1,-1,-7.8,-2,-6
CCOc1ccccc1-c1nc(CN2CCCC2c2nccs2)c(C)o1 (stereo not given),7,1.0,-2,-0.2,0.1,2,i,1,-8
COc1ccc(CNC(=O)C(=O)NCC2OCCN2C(=O)c2ccc(OC)cc2)cc1 (stereo not given),0,-0.3,10,-0.9,-0.5,1,i,2,5
